HKDC1 inh: blocks human hexokinase HKDC1 activity; Q2TB90; recombinant HKDC1, G6PDH/diaphorase resazurin coupled fluorescence; inhibition, % at 20 µM; 340,000 tested, 0.16% active; AID 493160;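 active = inhibition above about 35% when tested at 20 µM, limit read from the data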;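 note: plate controls were DMSO wells with enzyme for no effect and DMSO wells lacking enzyme for full effect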
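Incubation: 90 min at room temperature in dark / Material: recombinant HKDC1 (HK5) hexokinase enzyme, produced in-house / Quantity: enzyme 5 µg/mL final / Compound: one dose of 20 µM, 1% DMSO / Reagent: glucose and ATP substrates / Buffer or medium: Tris pH 8.0 buffer with MgCl2, Tween-20, BSA, BME / Technique: resorufin fluorescence at 613 nm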
PfGluPho inh: PfG6PD (Plasmodium falciparum) enzyme inhibition; PfGluPho enzyme, NADPH resazurin-diaphorase fluorescence; inhibition, % at 20 µM; 350,000 tested, 0.78% active; AID 504690;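 active = inhibition reaching at least a set limit at 20 µM in the primary screen, cut at about 59% in these data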;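 note: 0% = DMSO wells with substrate and 100% = DMSO wells lacking glucose-6-phosphate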
SENP8 block-1: SENP8 (human) protease inhibition | Q96LD8 | recombinant SENP8, Nedd8 substrate fluorescence | inhibition, % at 20 µM | 360,000 tested, 0.64% active | AID 602440; in the data active = inhibition mostly above about 40%, no sharp cut-off; inactive = mostly below about 27%
SENP1 inh: blocks the human SENP1 SUMO protease catalytic domain | inhibition, % at 10 µM | Q9P0U3 | 360,000 tested, 0.21% active | recombinant SENP1 catalytic domain, CyPet-SUMO1-YPet FRET cleavage;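 active = inhibition at least 30% at 10 µM, raw YFP signal under a set limit, fluorescence ratio 0.5 to 1.5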;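 note: 0% = enzyme with DMSO and 100% = no enzyme wells; some results filed as inactive read as strong as hits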
Target sequence (Q9P0U3 419-644 limits assumed): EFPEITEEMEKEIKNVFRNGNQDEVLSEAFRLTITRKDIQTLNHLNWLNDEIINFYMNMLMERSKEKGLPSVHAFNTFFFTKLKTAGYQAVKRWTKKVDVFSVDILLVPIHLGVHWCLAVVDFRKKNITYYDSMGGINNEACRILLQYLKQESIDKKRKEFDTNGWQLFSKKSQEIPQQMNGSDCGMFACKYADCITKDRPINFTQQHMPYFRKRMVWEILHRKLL
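Test system: hSENP1 catalytic domain, recombinant; Amount: 20 pM final SENP1 enzyme; Medium: Tris pH 8 buffer plus EDTA, NaCl, BME, BSA, NP40, catalase; Schedule: 50 min enzyme reaction, room temperature, light-protected; Technique: FRET fluorescence in CFP and YFP emission channels; Controls: no-enzyme wells low, DMSO-plus-enzyme wells high control.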
MIN6 prolif: MIN6 beta-cell proliferation induction | MIN6 cells proliferation, ATPlite luminescence, 48 h; cells starved in 0.2% serum; 100% = growth in 10% serum | AID 2380 | 330,000 tested, 0.29% active | proliferation, % at 10 µM;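 active = compounds whose signal lies at least 3.5 SD above the mean of all wells on their plate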;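 note: 0% = DMSO-treated cells in low-serum medium and 100% = 10% serum control; some compounds called inactive have numbers as strong as hits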
SENP7 block: SENP7 protease inhibition; Q9BQF6; recombinant SENP7, Z-RLRGG-aminoluciferin luminescence, 40 min; inhibition, % at 5 µM; 330,000 tested, 1.5% active; AID 434973;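 active = inhibition above about 50% at the single test dose, limit read from the data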;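 note: plate controls were DMSO with enzyme for no effect and no enzyme buffer wells for full effect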
Target sequence (Q9BQF6 706-1050 limits assumed): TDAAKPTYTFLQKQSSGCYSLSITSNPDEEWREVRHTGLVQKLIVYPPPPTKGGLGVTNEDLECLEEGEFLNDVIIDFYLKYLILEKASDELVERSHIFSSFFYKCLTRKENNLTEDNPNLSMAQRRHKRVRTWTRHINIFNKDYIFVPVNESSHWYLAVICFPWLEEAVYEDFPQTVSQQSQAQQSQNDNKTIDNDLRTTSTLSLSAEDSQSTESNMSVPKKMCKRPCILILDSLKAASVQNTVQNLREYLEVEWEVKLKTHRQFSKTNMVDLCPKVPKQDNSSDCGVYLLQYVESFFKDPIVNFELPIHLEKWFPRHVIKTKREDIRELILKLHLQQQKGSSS
SENP8 block-2: blocks the human protease SENP8; 330,000 tested, 1.2% active; inhibition, % at 10 µM; AID 2540; purified SENP8, Z-RLRGG-aminoluciferin cleavage, luminescence; in the data active = inhibition above about 50%
UBC13 polyUb: blocks human UBC13 polyubiquitin chain formation; TR-FRET; AID 485273; inhibition, % at 20 µM; P61088; 330,000 tested, 0.47% active; in the data active = inhibition above about 45%, passing the limit was not always enough
Target sequence (P61088 whole entry, looked up): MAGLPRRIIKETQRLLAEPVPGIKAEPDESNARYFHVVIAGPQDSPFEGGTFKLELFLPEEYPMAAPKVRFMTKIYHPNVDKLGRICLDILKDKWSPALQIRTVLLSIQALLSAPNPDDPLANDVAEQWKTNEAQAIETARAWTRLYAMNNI
SENP6 block: inhibitors of human SENP6 protease; Q9GZR1; Recombinant SENP6 catalytic domain, aminoluciferin luminescence; inhibition, % at 10 µM; 330,000 tested, 1.8% active;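 active = inhibition above about 50% at the single tested dose, limit read from the data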;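 note: plate controls were DMSO wells with enzyme for no effect and DMSO wells lacking enzyme for full effect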
An asterisk follows results filed as active; . = not tested or not shown. Not a hit list; overall some 4% were active at least once.

Value order: HKDC1 inh	PfGluPho inh	SENP8 block-1	SENP1 inh	MIN6 prolif	SENP7 block	SENP8 block-2	UBC13 polyUb	SENP6 block
1. COc1ccccc1-n1cnc(N)c1C(C)=O
    -8	-26	9	-3	-3	6	-5	-4	-14
2. CCOc1ccc(S(=O)(=O)NCc2cccnc2)cc1NC(=O)c1ccccc1
    4	-10	7	2	.	.	.	.	.
3. CC(C)(C)OC(=O)N1CCCC1C(=O)O (stereo not drawn)
    4	-1	11	1	0	0	-3	5	3
4. COc1ccc(NC(=O)c2ccc(-n3cccn3)c([N+](=O)[O-])c2)cc1
    -7	35	9	2	1	-5	-4	1	6
5. CC(=O)NCCCc1nc2ccccc2n1Cc1ccccc1F
    -3	-11	12	1	-2	55*	-7	-4	-14
6. O=C(O)c1ccc(/C=N/NC(=O)c2ccc(CN3c4cccc5cccc(c45)S3(=O)=O)cc2)cc1
    12	19	-376	-10	-2	-5	-3	13	-7
7. O=C(Cc1ccccc1)NN1C(=O)C2C3C=CC(C4CC34)C2C1=O (stereo not drawn)
    -7	-6	4	1	0	7	-3	-11	3
8. CCn1c(=O)c(C(C)=O)nc2ccccc21
    -8	9	-12	7	2	-2	6	-9	7
9. CCCOC(=O)c1ccc(NC(=O)c2ccccc2[N+](=O)[O-])cc1
    -6	3	8	0	-2	2	0	5	2
10. O=C(NC12CC3CC(CC(C3)C1)C2)c1cccc(OC(F)F)c1
    0	15	11	1	0	-11	-4	3	-11
11. O=C1C(=O)N(CCN2CCOCC2)C(c2cccnc2)/C1=C(/O)c1ccccc1 (stereo not drawn)
    .	.	.	.	-1	11	-2	-11	6
12. COc1ccc(CC(=O)OCC(=O)NCCc2ccccc2)cc1OC
    -16	10	1	-1	0	-11	-8	-18	-5
13. O=c1c2ccccc2nc(/C=C/c2cccnc2)n1CCc1ccccc1
    34	21	5	-8	-2	-8	-3	5	-8
14. O=C(O)C1CCN(C(=O)CSc2nc3ccccc3c(=O)n2Cc2ccccc2)CC1
    -3	-9	6	0	0	-11	-1	-1	-15
15. CN(Cc1cccs1)c1nc(-c2cccnc2)nc2ccccc12
    -1	-8	-85	-1	-5	-2	-10	-1	-10
16. COc1ccc(OC)c(S(=O)(=O)Nc2cccc3c(O)cccc23)c1
    11	23	48*	-5	-4	-4	1	-12	7
17. COc1cc(/C=N/NC(N)=S)ccc1OCC(=O)Nc1ccc(C)cc1
    -1	0	15	1	-2	0	-6	4	-18
18. O=C1CN(C(=O)c2ccc3nc(Cc4cccc(Cl)c4)oc3c2)CCN1
    -1	1	-1	-1	-1	-2	1	6	2
19. O=C(c1ccc(CS(=O)c2ccc(F)cc2)o1)N1CCN(C2CCCCC2)CC1 (stereo not drawn)
    3	0	11	0	-4	6	6	4	-5
20. COc1ccc(C(C)(C)C)cc1NS(=O)(=O)c1cccc2cccnc12
    -1	24	25	1	-3	6	6	9	10
21. COc1cc(C(=O)Nc2ccc(S(=O)(=O)Nc3nccc(C)n3)cc2)cc(OC)c1OC
    -9	-13	10	-15	-2	-12	4	16	-29
22. CCN(c1ccccc1)S(=O)(=O)c1ccc(Cl)c(C(=O)NCCc2ccc(OC)cc2)c1
    -10	-13	7	-1	-4	3	-8	-17	-8
23. O=C(C1CCN(C2CCN(Cc3ccc4c(c3)CCO4)CC2)CC1)N1CCCC1
    -5	-5	22	1	0	4	6	-13	1
24. COc1cc(C)ccc1OCCOCCOc1cccc2ccc(C)nc12
    -4	-87	-18	2	0	2	2	-3	-3
25. CCOc1ccc(C(=O)NCC(=O)NCC(c2ccco2)N2CCCCC2)cc1OCC (stereo not drawn)
    1	-8	7	-3	-1	1	0	6	-9
26. COc1ccc(NC(=O)C(=O)N2N=C(C(C)C)CC2(O)C(F)(F)F)cc1 (stereo not drawn)
    4	-10	10	1	1	6	2	-1	8
27. O=S(=O)(c1cccs1)N1CCCc2ccccc21
    2	-2	3	1	1	1	3	10	1
28. COCCNC(=O)c1ccc2c(c1)CCN2S(C)(=O)=O
    -8	-3	7	1	-2	-3	4	10	-1
29. C#CCN(Cc1ccco1)C(=O)c1ccc(OC2CCN(Cc3ccccn3)CC2)cc1
    -7	-2	-8	-8	-1	-1	5	-6	5
30. COc1ccccc1CNC(=O)CSCc1cnn(-c2ccccc2)c1-n1cccc1
    7	-6	14	3	-3	-1	-5	-3	-16
31. COc1ccc(-n2cc(-c3ccc(Br)cc3)[nH]c2=S)cc1
    -7	13	-16	1	-1	12	-2	1	-9
32. CCCC(=O)NC(c1ccco1)c1c(O)ccc2ccccc12 (stereo not drawn)
    5	19	-58	2	3	5	-8	17	2
33. COc1ccc(-n2c(CN3CCC(C(N)=O)CC3)nc3ccc([N+](=O)[O-])cc3c2=O)c(OC)c1
    -1	8	4	0	1	0	6	-3	-4
34. CCC(=O)c1cc2c(cc1NC(=O)c1cccs1)OCCO2
    -12	-3	-307	0	-2	-5	-2	8	12
35. CC(=O)Nc1scc(C)c1-c1nc2ccccc2s1
    2	7	-48	-3	2	-10	-8	14	-3
36. COC(=O)Nc1snnc1C
    -6	0	20	4	-3	-1	15	-2	-17
37. Cc1ccc(N(C)C(=O)CCS(=O)(=O)c2ccc3c(c2)oc(=O)n3C)cc1
    -4	6	18	3	-2	0	1	3	-17
38. CSc1ccc(C#N)cc1NC(=O)c1ccc(Cl)cc1Cl
    -1	13	16	1	1	-2	-2	8	1
39. O=C(O)c1ccccc1OCc1ccccc1Cl
    -4	-25	17	1	2	3	1	-3	-14
40. O=[N+]([O-])c1ccc2[nH]c(O)c(N=NC3CCS(=O)(=O)C3)c2c1 (stereo not drawn)
    -1	6	34	5	2	10	-2	-12	-18
41. COc1cc(NC(=O)[C@@H]2CCCN2S(=O)(=O)c2cccc3cccnc23)cc(OC)c1OC
    -6	-1	14	1	-3	5	5	3	-1
42. Cc1nc2nc(N)nn2c(C)c1C/C=C/c1ccccc1
    1	14	-93	2	-2	9	0	2	9
43. O=C(NC1CCCCC1)c1cccc(S(=O)(=O)N2CCOCC2)c1
    4	-14	7	1	0	-2	-3	3	11
44. COc1ccccc1Cc1noc(COc2cccc(C)c2C)n1
    3	3	6	3	-4	-5	-9	-16	-16
45. COC(=O)c1ccc(CSc2nc3c(c(=O)n2-c2ccc(Br)cc2)SCC3)o1
    -6	8	0	1	-4	1	-8	0	1
46. Cc1cc(Cl)ccc1Nc1ncccc1C(N)=O
    8	6	16	0	2	3	4	-1	-9
47. COc1ccc(C2=Nn3c(C)nnc3SC2)cc1
    -1	1	9	4	-2	2	-6	-1	6
48. CC(C)(C)c1cc[n+](/C(C(=S)Nc2ccccc2F)=C(/[O-])c2ccc3c(c2)OCCO3)cc1
    1	33	-6	-1	-3	2	-13	0	-16
49. Cc1cc(C(=O)Nc2c(C)nn(Cc3ccccc3)c2C)on1
    -8	1	24	3	-3	-5	16	4	-6
50. CCCCN1CC(C)(C)Oc2cccc(F)c2S1(=O)=O
    -8	2	1	-2	.	.	.	.	.
51. C=CCOc1ccc(/C=C/C(=O)Nc2ccc(C(=O)NC)cc2)cc1
    -8	-20	-19	0	-4	1	5	10	11
52. CCOC(=O)C1=C(COC(=O)/C=C/c2ccc(OC)c(OC)c2)NC(=O)NC1C (stereo not drawn)
    -6	-11	-276	0	4	-7	-6	-11	-14
53. O=C(NCC1CCCN1S(=O)(=O)c1cccs1)c1ccc(F)cc1 (stereo not drawn)
    -3	19	7	0	-1	0	-3	-5	-7
54. CN(CCC1CCOCC1)C(=O)CC1C(=O)NCCN1Cc1cccc(F)c1 (stereo not drawn)
    7	-3	-81	-12	2	-6	2	-10	-2
55. C=CCN1C=C2C(=O)C(C)(OC(=O)c3cccs3)C(=O)C=C2C=C1CCCC(=O)OC (stereo not drawn)
    21	37	20	-25	-1	5	-1	-53	5
56. COCCN(C(=O)c1snc(C(N)=O)c1N)C(C(=O)NC1CCCC1)c1cc(OC)c(OC)c(OC)c1 (stereo not drawn)
    -3	-6	-267	-3	1	0	-8	1	-21
57. CC1CCCC(C)N1CCCNC(=O)Cn1ncc2c3ccccc3n(C)c2c1=O (stereo not drawn)
    -4	-1	-104	-55	-4	5	0	7	10
58. COc1ccc(S(=O)(=O)Nc2ccc3c(c2)C(=O)N([C@H](C)CO)C[C@H](C)[C@@H](CN(C)S(=O)(=O)c2ccc(OC)cc2)O3)cc1
    1	28	3	-1	.	.	.	.	.
59. O=C(CSC1=NCCS1)Nc1nc2ccccc2s1
    -6	10	5	0	-1	4	4	-1	21
60. Cc1[nH]c2ccccc2c1C(=O)/C=C/c1ccccc1
    2	38	-2	0	-3	-11	-14	-4	-3

Next part; it opens with the 2 that closed the last part.
Value order: HKDC1 inh	PfGluPho inh	SENP8 block-1	SENP1 inh	MIN6 prolif	SENP7 block	SENP8 block-2	UBC13 polyUb	SENP6 block
59. O=C(CSC1=NCCS1)Nc1nc2ccccc2s1
    -6	10	5	0	-1	4	4	-1	21
60. Cc1[nH]c2ccccc2c1C(=O)/C=C/c1ccccc1
    2	38	-2	0	-3	-11	-14	-4	-3
61. CSc1ccc(Cl)c(C(=O)NNC(=O)c2cccs2)c1
    -6	-9	0	1	2	-2	-13	-8	-17
62. O=C(NCc1ccccc1)NS(=O)(=O)c1ccccc1Cl
    -11	2	10	3	0	3	-6	-1	-11
63. Cc1ccccc1Nc1c(-c2ccccn2)nc2ccccn12
    4	5	-197	0	-5	6	-1	9	29
64. O=C(NCCCN1CCCCC1)C1CCN(c2ncnc3c2nc2n3CCCCC2)CC1
    -5	-13	7	-1	-1	-5	12	73*	-10
